12-LOX inh: ALOX12 (human) lipoxygenase inhibition | P18054 | purified 12hLO, xylenol orange hydroperoxide absorbance | Potency, µM (titrated, usually from 108 µM), for the others: at the top dose activity change, negative = inhibition, actives largely listed as inhibitors | actives 1.1% (n = 580,000) | AID 1671190; also: % is scaled to controls: 0 for no effect and ±100 for the full control effect
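Purified human 12hLO (150 nM final) in 25 mM Hepes, 0.01% Triton X-100, pH 7.0 was preincubated 15 min at room temperature with compound. Then 40 uM arachidonic acid was added, 30 min. Hydroperoxide was read by Fe-XO absorbance ratio 573/405 nm.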
RXFP1 ag: activates the human relaxin receptor RXFP1. HEK293T-RXFP1 cAMP TR-FRET, 30 min; response scale: percent of porcine relaxin response, buffer zero. Potency, µM (top dose mostly 57.5 µM), for the others: at the highest dose activation, actives largely listed as activators. actives 0.3% (n = 370,000); also: % is scaled to controls: 0 for no effect and ±100 for the full control effect; nearly all actives have a fitted effect of over 60% in size; many of its hits are not listed in these tables
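HEK293 cells stably expressing RXFP1, treated 30 min at 37C with compounds plus PDE4 inhibitor Ro 20174; cAMP measured by HTRF TR-FRET. Normalized to buffer and 29 nM porcine relaxin; EC50 by Hill fit.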
Vif-A3F inh: Vif-A3F binding inhibition; Potency, µM (titrated, usually from 46.1 µM), for inactives: top-dose activity, negative = active; actives 0.2% (n = 390,000); AID 602313; HeLa A3F-eYFP + Vif (tagged APOBEC3F with the HIV-1 protein that degrades it), YFP fluorescence increase; also: % of control where 0% means no effect; nearly all actives have a fitted effect of over 65% in size
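HeLa cells stably expressing Vif plus C-terminally eYFP-tagged A3F were seeded, incubated overnight at 37 deg C, dosed with compound, incubated overnight again at 37 deg C. Yellow fluorescence (Ex 488/Em 500-530) reported blocked Vif-mediated A3F-eYFP degradation.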
Vif-A3G inh: inhibitors of Vif-APOBEC3G interaction; Q9HC16; HeLa A3G-eYFP + Vif (tagged APOBEC3G with the HIV-1 protein that degrades it), YFP fluorescence, overnight; Potency, µM (titrated, usually from 46.1 µM), for the others: top-dose activity, negative = active, actives largely listed as inhibitors; actives 0.076% (n = 410,000);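 also: % is scaled to controls: 0 for no effect and ±100 for the full control effect; nearly all actives have a fitted effect of over 60% in size; hits raise eYFP signal because A3G escapes Vif-driven loss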
Target sequence (Q9HC16 whole entry, looked up): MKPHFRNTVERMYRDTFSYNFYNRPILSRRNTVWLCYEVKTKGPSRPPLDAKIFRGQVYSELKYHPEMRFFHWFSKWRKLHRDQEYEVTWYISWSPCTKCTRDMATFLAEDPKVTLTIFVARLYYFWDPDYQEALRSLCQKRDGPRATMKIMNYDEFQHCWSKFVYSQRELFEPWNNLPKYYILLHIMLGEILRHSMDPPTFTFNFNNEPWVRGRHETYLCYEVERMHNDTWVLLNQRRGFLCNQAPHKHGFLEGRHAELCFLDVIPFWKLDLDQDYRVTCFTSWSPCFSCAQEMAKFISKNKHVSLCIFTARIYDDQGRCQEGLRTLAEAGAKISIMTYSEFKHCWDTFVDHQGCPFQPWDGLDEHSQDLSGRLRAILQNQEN
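Read-out is eYFP fluorescence (Ex 488/Em 500-530) from Vif-expressing HeLa A3G-eYFP cells; more signal means A3G escaped Vif-mediated degradation. Cells plated overnight, compound pinned in, incubated overnight at 37 deg C.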
RGS4 inhibitor: human RGS4 inhibition | P49798 | Transcreener GDP fluorescence polarization, RGS4-accelerated GTP hydrolysis | Potency, µM (doses to about 114 µM), for inactives: top-dose activity change, negative = inhibition, most hits filed as inhibitors | actives 0.039% (n = 390,000); also: % is scaled to controls: 0 for no effect and ±100 for the full control effect; nearly all actives have a fitted effect of over 75% in size; some results filed as inactive show a strong effect at the top dose
Target sequence (P49798 whole entry, looked up): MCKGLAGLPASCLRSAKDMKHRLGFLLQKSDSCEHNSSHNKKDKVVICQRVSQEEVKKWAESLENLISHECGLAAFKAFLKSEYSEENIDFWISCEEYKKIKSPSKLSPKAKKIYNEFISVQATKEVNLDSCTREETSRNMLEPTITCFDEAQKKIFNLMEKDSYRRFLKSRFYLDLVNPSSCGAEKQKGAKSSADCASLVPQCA
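MLSMR compounds (23 nl, pin-transferred) preincubated 10 min at room temperature with a 500nM (2x) first reagent, then RGS4 at 900nM (2x) plus Transcreener GDP mix added; fluorescence polarization (620/688 nm) read before and after 90 min at 30 °C.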
rTrxR1 inhibitor: inhibitors of rat thioredoxin reductase 1 | O89049 | recombinant rTrxR1, NADPH fluorescence consumption, selenite substrate | Potency, µM (titrated, usually from 114 µM), for inactives: top-dose activity change, negative = inhibition, hits mostly inhibitors | actives 1% (n = 390,000); also: % is scaled to controls: 0 for no effect and ±100 for the full control effect; nearly all actives have a fitted effect of over 65% in size
Target sequence (O89049 whole entry, looked up): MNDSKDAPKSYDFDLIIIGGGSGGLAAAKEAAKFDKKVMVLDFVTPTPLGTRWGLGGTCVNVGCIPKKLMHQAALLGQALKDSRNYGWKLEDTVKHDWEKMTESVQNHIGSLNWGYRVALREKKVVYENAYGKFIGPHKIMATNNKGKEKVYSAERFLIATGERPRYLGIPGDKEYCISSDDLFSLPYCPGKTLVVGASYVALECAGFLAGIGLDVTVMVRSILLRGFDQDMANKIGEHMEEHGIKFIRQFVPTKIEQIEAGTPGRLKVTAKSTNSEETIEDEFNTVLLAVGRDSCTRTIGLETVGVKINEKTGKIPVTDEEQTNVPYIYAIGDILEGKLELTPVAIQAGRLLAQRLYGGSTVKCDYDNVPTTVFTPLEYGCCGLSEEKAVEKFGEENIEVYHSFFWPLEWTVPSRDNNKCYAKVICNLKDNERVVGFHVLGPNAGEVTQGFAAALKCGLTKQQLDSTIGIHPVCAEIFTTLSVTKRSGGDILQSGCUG
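Rat TrxR1 (90 nM in the dispensed reagent) was pre-reduced with 400 uM NADPH for 5 min at room temperature, then incubated with compound for 15 min. After 400 uM selenite was added, NADPH fluorescence (Ex 340/Em 450 nm) was followed for 8 min.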
USP1 inh: inhibitors of human USP1/UAF1 deubiquitinase. recombinant USP1/UAF1, Ub-Rhodamine cleavage fluorescence. O94782. Potency, µM (series often up to 57.1 µM), for inactives: top-dose activity change, negative = inhibition, actives largely listed as inhibitors. actives 0.23% (n = 390,000); also: % is scaled to controls: 0 for no effect and ±100 for the full control effect; nearly all actives have a fitted effect of over 60% in size; inactives centre near -12
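In this screen, compounds sit with the deubiquitinase complex (1nM) for 15 min at room temperature before Ub-Rho is added at 150nM final. Fluorescence rise is then followed for 6 reads every 60 seconds.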
IDH1 R132H inh: human IDH1 R132H inhibition | O75874 | IDH1-R132H enzyme, NADPH consumption, diaphorase/resazurin fluorescence | Potency, µM (top dose mostly 76.6 µM), for the others: top-dose activity change, negative = inhibition, actives largely listed as inhibitors | actives 0.093% (n = 390,000); also: % is scaled to controls: 0 for no effect and ±100 for the full control effect; nearly all actives have a fitted effect of over 65% in size
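IDH1-R132H (0.5 ug/mL dispensed) in pH 7.5 Tris buffer was preincubated 30 min with compound, then given a substrate mix of 0.016 mM NADPH and 2 mM alpha-KG for 80 min at room temperature; remaining NADPH was read by diaphorase/resazurin fluorescence.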
TrxR1 substrate: rat thioredoxin reductase 1 substrate activity; Potency, µM (titrated, usually from 114 µM), for inactives: top-dose activity change, negative = substrate turnover; O89049; actives 0.01% (n = 390,000); AID 588456; purified TrxR1 substrate turnover, NADPH consumption readout; also: % is scaled to controls: 0 for no effect and ±100 for the full control effect; nearly all actives have a fitted effect of over 50% in size
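Rat TrxR1, dispensed at 90 nM, was prereduced with 400 uM NADPH (final) for 5 min at ~22 deg C, then incubated with compound 15 min before 400 uM selenite. A first-read NADPH fluorescence drop versus no-compound background flagged substrates.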
* marks the source's active call; other numbers are inactive results; i = inactive; ? = inconclusive; / = not tested or not shown; [ ] = dose if it differs, or a comment. Calls follow the shape of the dose curve; as a rule, active = well fitted curve in the direction sought with a large enough effect; inconclusive = small, poorly fitted or top-dose-only effect, or another doubt; inactive = no such curve, though single readings can be large; an effect the other way counts as inactive or inconclusive. Potency is read from the fitted curve at half-maximal effect. Some of the compounds tested; the hit share may differ from the screen's.

The line under a structure holds: 12-LOX inh, RXFP1 ag, Vif-A3F inh, Vif-A3G inh, RGS4 inhibitor, rTrxR1 inhibitor, USP1 inh, IDH1 R132H inh, TrxR1 substrate
(1) COc1ccc(C2=NOC(C(=O)Nc3ccc4c(c3)OCCO4)C2)cc1OC (stereo not given)
    14.6%, 5.6%, -0.3%, -0.7%, -6.0%, -1.8%, -19.9%, -12.7%, -2.2%
(2) COCCn1c(SCCN2CCOCC2)nc2c1c(=O)[nH]c(=O)n2C
    -24.0%, 0.5%, 3.7%, -0.5%, ?, 7.8%[57.1 µM], -19.1%, 2.4%, 14.4%[57.1 µM]
(3) CN(C)S(=O)(=O)c1ccc(NC(=O)Cn2c(-c3ccccc3)noc2=O)cc1
    1.1%[57.4 µM], -0.6%, 0.0%, -0.9%, -22.3%, 5.6%, -9.4%, 5.1%, -4.9%
(4) Cc1cccc(C(=O)OCC(=O)c2csc(N3CCCCC3)n2)c1[N+](=O)[O-]
    ?, /, -3.4%, 1.7%, 16.6%, -1.8%, -19.9%, 3.3%, -9.0%
(5) Cc1cc2[nH]cnc2c([N+](=O)[O-])c1C
    10.6%, 8.4%, 4.2%, 1.4%, -15.5%, 31.3%[57.1 µM], -10.3%, 8.2%, -4.0%[57.1 µM]
(6) Cc1cc2c(=O)n(CC(=O)N3CCN(c4ccc(F)cc4)CC3)cnc2s1
    470.3%[activator], -0.2%, -2.0%, -1.2%, -14.2%, 16.8%[57.1 µM], -8.4%, 6.4%, 9.0%[57.1 µM]
(7) O=C(CSc1nc(=O)n(CCN2CCOCC2)c2c1CCC2)Nc1cccc(Cl)c1
    -15.6%, 4.4%, 1.3%, 3.4%, -6.5%, 18.8%[57.1 µM], 11.7%, -3.9%, 1.7%[57.1 µM]
(8) NC(=O)CC(NC(=O)Cc1ccc(Br)cc1)c1ccc(NCCN2CCOCC2)c([N+](=O)[O-])c1 (stereo not given)
    0.0%, -1.8%, 8.0%, -0.1%, 25.0%, 5.4%[57.1 µM], 5.9%, -8.2%, 3.2%
(9) O=C(CN1CCc2cc3c(cc2C1)OCCCO3)Nc1ccc(F)cc1
    -6.7%, 0.2%, -7.0%, 2.4%, 20.3%[11.4 µM], 9.7%, -26.7%, 0.0%, 0.9%
(10) Cc1c(C(=O)NC(=S)NCc2cccnc2)oc2ccccc12
    -7.8%, 5.7%, -3.5%, 0.1%, -26.3%, -2.7%[57.1 µM], -11.5%, 20.3%, -1.4%[57.1 µM]
(11) O=C(Oc1cccnc1)c1cccc(Cl)c1
    -18.9%, -1.7%, -2.6%, 1.4%, 10.0%, 17.6%, -3.4%, 1.6%, 12.7%
(12) Fc1ccc(NC(=S)NCc2ccc3c(c2)OCO3)cc1
    ?, 1.6%, ?, 1.4%, -6.7%, -9.1%, -0.2%, 1.4%, -3.7%
(13) COc1cccc(-c2nnc(NC(=O)CCS(=O)(=O)c3ccc(F)cc3)o2)c1
    8.5%, /, 1.4%, -28.2%, /, /, -2.5%, -6.8%, /
(14) Cn1c(O)c(N=NC(=O)Cn2c(C(F)(F)F)nc3ccccc32)c2ccccc21
    -11.4%, 1.2%, -8.4%, 3.4%, -2.0%, 4.4%, -11.2%, 7.2%, 1.1%
(15) CC(C)(C)c1ccc(/C=C/C(=O)Nc2ncccn2)cc1
    6.5%, 3.1%, 3.3%, -5.3%, -7.1%, 15.0%[57.1 µM], -9.4%, 7.6%, -9.1%
(16) COc1ccc(CCNC(=O)C(=O)c2c(C)n(C)c3ccccc23)cc1OC
    3.9%, -3.3%, -2.3%, 0.3%, -10.4%, -12.8%, -18.9%, 3.7%, -8.4%
(17) O=C(CCC(=O)N1CCN(S(=O)(=O)c2cccc(F)c2)CC1)c1cccs1
    i, 2.2%, 3.0%, 0.3%, -15.1%, 24.1%[57.1 µM], -1.5%, 11.9%, 9.8%
(18) CC(C)NC(=O)CN(Cc1ccccc1)S(=O)(=O)c1ccccc1
    10.8%, 1.2%, -0.7%, -4.6%, 9.6%, 5.6%, -11.5%, 3.0%, 5.4%
(19) CC(=O)Nc1ccc(NC(=O)c2ccc(COc3ccc(C)cc3)o2)cc1
    2.2%, 0.1%, 11.4%, 0.8%, 8.2%, 28.1%, -9.6%, -8.2%, 14.6%
(20) CSc1nnc2sc3cc(C)ccc3n12
    7.6%, /, -5.1%, -1.2%, /, /, -3.8%, -1.1%, /
(21) Cc1cc(NC(=O)CSc2nnc(-c3ccccc3)c(-c3ccccc3)n2)no1
    50.8%[activator], 0.6%, -7.1%, ?, -15.9%, 8.8%[57.1 µM], -13.8%, -6.4%, 2.7%
(22) CCOC(=O)C1CCN(C(=O)COC(=O)c2ccc(Br)o2)CC1
    -12.3%, 0.4%, 0.9%, 2.7%, -12.6%, -17.3%, -11.3%, 5.2%, 1.7%
(23) FC(F)(F)c1cccc(Nc2nc(N3CCOCC3)nc(N3CCOCC3)n2)c1
    3.4%, 1.3%, -13.4%, -0.5%, 9.3%, 13.0%, -17.6%, 14.6%, 1.4%
(24) COCCn1c(SCC(=O)c2c[nH]c3ccccc23)nc2cc(C(=O)NC(C)C)ccc2c1=O
    -18.7%, -0.6%, -7.2%, -9.7%, -4.0%, 0.4%[57.1 µM], -6.8%, -9.9%, -1.7%[57.1 µM]
(25) Cc1ccc(C)c(NC(=O)CSc2nnc(CNC(=O)c3ccccc3)n2-c2ccccc2)c1
    ?, 0.5%, 2.0%, -2.6%, -27.5%, 10.9%, -23.1%, -6.2%, 2.9%
(26) Cc1c(CCC(=O)NCCC(=O)O)c(=O)oc2cc3occ(-c4ccccc4)c3cc12
    -0.5%, -0.5%, 3.1%, 0.4%, 10.0%, 2.3%, -9.2%, -2.6%, 3.7%
(27) Cc1nc(C)n(C(C)CNC(=O)c2ccco2)n1 (stereo not given)
    11.2%, 0.2%, 1.2%, 0.5%, 10.9%, -17.2%, 3.5%, 18.1%, -8.3%
(28) O=C(CN1C(=O)NC2(CCCC2)C1=O)Nc1cccc(Cl)c1
    -0.9%, 0.1%, -0.1%, 1.1%, 13.8%, 15.8%, -21.5%, 3.6%, 6.2%
(29) O=C(CNC(=O)c1cc(Cl)nc2ccccc12)Nc1ccccc1Br
    5.2%, 0.4%, 1.7%, 1.1%, -10.4%, -10.6%, -2.4%, 0.9%, -11.6%
(30) O=C(C[n+]1cccc2ccccc21)c1ccc(NC(=O)c2ccccc2)cc1
    -7.7%, 1.5%, ?, ?, -9.1%, -2.0%, -10.2%, 12.9%, -10.1%
(31) Cc1cc(C)n(-c2ccc(C(=O)OCC(=O)N3CCN(c4ccccc4)CC3)cc2)n1
    1.8%, /, -2.7%, 2.2%, -7.4%, -29.7%, -14.7%, -8.4%, -3.2%
(32) CCN(CC)c1ccc(NC(=O)CN2CCN(CC(=O)Nc3ccccc3F)CC2)cc1
    ?, 1.2%, 3.3%, -2.0%, -38.9%, 16.1%[57.1 µM], -17.4%, 5.5%, 10.6%[57.1 µM]
(33) O=C(COc1ccc(C(=O)c2ccccc2)cc1)Nc1cccnc1
    -9.6%, 0.4%, -4.4%, -3.0%, -24.6%, 22.0%, -16.2%, 0.0%, 3.2%
(34) O=C1C(=O)N(CCN2CCOCC2)C(c2cccnc2)/C1=C(/O)c1ccc(Cl)cc1 (stereo not given)
    -9.9%, 1.9%, 3.1%, -8.8%, -11.7%, -13.3%, -18.4%, 1.0%, -9.2%
(35) Cc1ccc(CNC(=O)c2sc3nc4n(c(=O)c3c2C)CCCCC4)cc1
    10.4%, 0.6%, 0.2%, -1.8%, -16.8%, 2.1%, -6.6%, 0.7%, 3.0%
(36) Cc1cccc(NC(=S)N2CCN(c3ccccc3F)CC2)c1C
    -6.5%, 0.0%, 1.5%, 2.6%, 5.7%, 9.6%, -13.1%, 2.9%, -3.5%
(37) O=C(CCC(=O)N1CCN(Cc2ccccc2)CC1)Nc1nnc(C2CCCCC2)s1
    -8.8%, 1.8%, -4.2%, -9.3%, 16.4%, ?, -6.2%, -4.2%, -13.4%
(38) O=C(CCCc1ccccc1)NCCC1=CCCCC1
    3.7%, 0.6%, 4.8%, 1.3%, -4.4%, 19.8%[57.1 µM], 6.4%, 1.9%, 5.4%
(39) CC[N+]1(C)CCC(O)(/C=C/c2ccccc2)C(C(=O)/C=C/c2ccccc2)C1 (stereo not given)
    -20.1%, /, 5.5%, -20.9%, -139.7%, 0.316µM*, ?, 2.9%, 11.1%[11.4 µM]
(40) c1ccc(CSc2nc3ncncc3[nH]2)cc1
    -4.8%, 0.4%, -6.3%, -0.1%, 9.2%[11.4 µM], 35.2%, ?, 8.3%, 3.5%
(41) Cc1cccc(Cn2cccc2CNS(=O)(=O)c2ccc(C)c(C)c2)c1
    ?, 0.4%, -13.6%, 3.5%, -23.2%, 9.8%[57.1 µM], ?, 10.6%, 2.0%[57.1 µM]
(42) C=CCSC1=N/C(=C\c2sccc2C)C(=O)S1
    0.0%, 1.1%, 0.5%, 0.4%, 6.2%, 2.5%[57.1 µM], ?, -6.8%, 3.2%[57.1 µM]
(43) COc1cccc2c(=O)n(CC(=O)NC3CCCCC3)ccc12
    2.2%, 0.6%, 3.9%, -2.9%, -15.3%, 8.9%, -24.3%, -0.7%, 7.6%
(44) O=C1CN=C(Nc2ccccc2)N1Cc1cccs1
    -19.7%, 0.4%, -5.1%, -4.4%, 8.3%, 13.4%[57.1 µM], -16.3%, -7.1%, 5.1%[57.1 µM]

Source: PubChem
